Source: PubChem
NSD2 block: inhibitors of human NSD2, primary screen, biochemical, plate reader, single point; Histone-lysine N-methyltransferase NSD2 (Homo sapiens), O96028; NSD2-SET H3K36me1 DELFIA fluorescence; inhibition, % at 12.5 µM; 44,000 tested, 0.07% active; AID 624260, 2012; in the data active means inhibition above about 54%, passing the limit was not always enough; inconclusive means no clear call, values can overlap the other calls;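 further: inhibitors reduce the monomethyl H3K36 fluorescence signal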
Target sequence (O96028 whole entry, looked up): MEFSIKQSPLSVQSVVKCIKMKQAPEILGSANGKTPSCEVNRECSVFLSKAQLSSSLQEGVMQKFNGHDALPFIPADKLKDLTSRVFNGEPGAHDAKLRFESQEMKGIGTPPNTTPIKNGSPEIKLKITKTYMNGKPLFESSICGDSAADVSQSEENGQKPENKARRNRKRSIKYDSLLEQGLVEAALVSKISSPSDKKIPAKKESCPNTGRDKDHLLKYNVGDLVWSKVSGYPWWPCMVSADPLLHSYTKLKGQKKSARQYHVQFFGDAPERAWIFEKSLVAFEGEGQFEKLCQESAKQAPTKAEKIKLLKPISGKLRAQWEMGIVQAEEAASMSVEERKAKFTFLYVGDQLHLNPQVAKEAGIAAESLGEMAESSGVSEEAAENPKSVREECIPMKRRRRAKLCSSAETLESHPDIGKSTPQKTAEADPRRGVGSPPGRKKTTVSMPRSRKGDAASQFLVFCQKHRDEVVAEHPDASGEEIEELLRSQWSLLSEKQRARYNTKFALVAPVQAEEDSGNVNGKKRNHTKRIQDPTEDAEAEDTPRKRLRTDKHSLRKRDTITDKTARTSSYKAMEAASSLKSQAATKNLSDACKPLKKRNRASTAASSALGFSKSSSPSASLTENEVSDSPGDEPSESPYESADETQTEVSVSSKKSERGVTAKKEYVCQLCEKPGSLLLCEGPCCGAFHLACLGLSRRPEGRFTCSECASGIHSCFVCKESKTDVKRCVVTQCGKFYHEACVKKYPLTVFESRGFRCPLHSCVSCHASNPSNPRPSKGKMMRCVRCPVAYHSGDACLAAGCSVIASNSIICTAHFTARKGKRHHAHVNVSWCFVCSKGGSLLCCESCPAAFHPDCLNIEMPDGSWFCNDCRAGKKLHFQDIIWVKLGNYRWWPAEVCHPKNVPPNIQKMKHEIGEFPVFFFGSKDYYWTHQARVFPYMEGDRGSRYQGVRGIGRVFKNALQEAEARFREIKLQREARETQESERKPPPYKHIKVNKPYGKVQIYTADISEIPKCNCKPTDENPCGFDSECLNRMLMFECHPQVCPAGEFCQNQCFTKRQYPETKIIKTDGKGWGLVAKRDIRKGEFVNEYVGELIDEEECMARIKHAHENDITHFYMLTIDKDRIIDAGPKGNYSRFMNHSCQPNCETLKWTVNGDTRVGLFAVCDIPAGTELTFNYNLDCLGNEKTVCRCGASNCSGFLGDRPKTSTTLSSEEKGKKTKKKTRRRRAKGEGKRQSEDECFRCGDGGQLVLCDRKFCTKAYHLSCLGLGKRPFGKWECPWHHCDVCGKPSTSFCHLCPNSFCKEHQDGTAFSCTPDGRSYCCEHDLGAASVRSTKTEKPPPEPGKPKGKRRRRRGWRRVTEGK
Active calls of the source: *; ? = inconclusive; & = joins results of further samples. An excerpt; count on the stated rates, not on these rows.

C=CCN1C(=O)[C@@]2(O[C@@H](CCn3cc(CCO)nn3)[C@H]([Si](C)(C)c3ccc(OC)cc3)[C@H]2C)c2cc(N3CCOC3=O)ccc21
  NSD2 block: -3
C[C@H](CO)N1C[C@H](C)[C@H](CN(C)C(=O)Nc2ccc3c(c2)OCO3)Oc2ncc(-c3cccc(C(F)(F)F)c3)cc2C1=O
  NSD2 block: -20
C[C@@H]1CN([C@@H](C)CO)C(=O)CCCn2cc(nn2)CO[C@H]1CN(C)Cc1ccccc1
  NSD2 block: 1
C[C@@H]1CN([C@H](C)CO)C(=O)c2cccc(NS(=O)(=O)c3ccc(F)cc3)c2O[C@@H]1CN(C)S(=O)(=O)c1ccc(F)cc1
  NSD2 block: -2
C[C@H](CO)N1C[C@H](C)[C@H](CN(C)Cc2ccc3c(c2)OCO3)Oc2ccc(N(C)C)cc2C1=O
  NSD2 block: 5
C[C@H]1CN([C@@H](C)CO)C(=O)CCCn2cc(nn2)CO[C@@H]1CN(C)S(=O)(=O)c1ccc(C#N)cc1
  NSD2 block: 0
Cc1ccc(S(=O)(=O)Nc2ccc3c(c2)C(=O)N([C@@H](C)CO)C[C@H](C)[C@H](CN(C)C(=O)Nc2ccc(F)cc2)O3)cc1
  NSD2 block: -2
COc1ccc(S(=O)(=O)N(C)C[C@H]2OCCCC[C@H](C)Oc3ccc(NC(=O)Cc4ccccc4)cc3C(=O)N([C@H](C)CO)C[C@H]2C)cc1
  NSD2 block: -1
C[C@@H]1CCCCO[C@H](CN(C)CC2CC2)[C@@H](C)CN([C@@H](C)CO)C(=O)c2cc(NS(=O)(=O)c3ccccc3)ccc2O1
  NSD2 block: -3
CCOC(=O)Cn1c(=O)c(C(N)=S)cn(C(C)C)c1=O
  NSD2 block: 0

CC(C)NC(=O)N(C)C[C@@H]1Oc2ncc(C#Cc3ccc(C(F)(F)F)cc3)cc2C(=O)N([C@H](C)CO)C[C@@H]1C
  NSD2 block: ?
CC(C)NC(=O)N(C)C[C@H]1Oc2c(NC(=O)Nc3ccccc3)cccc2C(=O)N([C@H](C)CO)C[C@@H]1C
  NSD2 block: 2
Nc1c(S(=O)(=O)O)cc(Nc2ccc(Cl)cc2)c2c1C(=O)c1ccccc1C2=O
  NSD2 block: -5
C[C@H](CO)N1C[C@H](C)[C@@H](CN(C)Cc2ccncc2)Oc2ccc(NC(=O)Nc3ccc4c(c3)OCO4)cc2C1=O
  NSD2 block: ?
C[C@@H]1CN([C@H](C)CO)C(=O)c2cc(NS(=O)(=O)c3ccccc3)ccc2O[C@H]1CN(C)C(=O)Nc1ccc(C(F)(F)F)cc1
  NSD2 block: -1
C[C@H]1CN([C@@H](C)CO)C(=O)Cc2cc(NC(=O)NC3CCCCC3)ccc2O[C@@H]1CN(C)Cc1ccc(-c2ccccc2)cc1
  NSD2 block: -32
C[C@H]1CN([C@@H](C)CO)C(=O)c2cc(-c3ccccc3)cnc2O[C@H]1CN(C)C(=O)Nc1ccc2c(c1)OCO2
  NSD2 block: 9
Cc1ccc(S(=O)(=O)N(C)C[C@H]2Oc3ccc(NS(=O)(=O)c4cn(C)cn4)cc3CC(=O)N([C@@H](C)CO)C[C@@H]2C)cc1
  NSD2 block: 8
C[C@H](O)C#Cc1ccc2c(c1)O[C@H](CN(C)C(=O)CN(C)C)[C@@H](C)CN([C@@H](C)CO)S2(=O)=O
  NSD2 block: -6
COCC(=O)N(C)C[C@@H]1Oc2cc(C#Cc3cccnc3)ccc2S(=O)(=O)N([C@H](C)CO)C[C@@H]1C
  NSD2 block: 0

CC(=O)N1CCN(c2ccc(OC[C@H]3CO[C@](Cn4ccnc4)(c4ccc(Cl)cc4Cl)O3)cc2)CC1
  NSD2 block: 2
C=CCNC(=O)[C@@H]1[C@H]2C(=O)O[C@H](c3ccccc3)[C@H](c3ccccc3)N2[C@H](c2ccccc2OCCO)[C@@]12C(=O)N(C(=O)OCCOC)c1ccccc12
  NSD2 block: -5
Cc1cc(C(=O)NN2C3CSC2CS3)no1
  NSD2 block: -1
O=C(Nc1ccc2c(c1)[C@H]1C[C@H](CC(=O)N3CCCCC3)O[C@H](CO)[C@H]1O2)c1ccc2c(c1)OCO2
  NSD2 block: 16
C[C@@H]1CCCCO[C@H](CN(C)S(=O)(=O)c2ccccc2)[C@H](C)CN([C@@H](C)CO)C(=O)c2cc(NS(=O)(=O)c3cn(C)cn3)ccc2O1
  NSD2 block: -6
CCC(=O)N(C)C[C@H]1Oc2cc(C#Cc3ccccn3)ccc2S(=O)(=O)N([C@H](C)CO)C[C@@H]1C
  NSD2 block: 1
CNC[C@H]1Oc2ccc(NC(=O)Nc3ccc4c(c3)OCO4)cc2C(=O)N([C@H](C)CO)C[C@H]1C
  NSD2 block: -20
C[C@@H]1CN([C@@H](C)CO)C(=O)c2cccc(NC(=O)NC3CCCCC3)c2O[C@H]1CN(C)S(=O)(=O)c1cccs1
  NSD2 block: 1
C[C@@H]1CN([C@H](C)CO)C(=O)c2cccc(N(C)C)c2O[C@@H]1CN(C)Cc1ccccc1
  NSD2 block: 3
O=C(C[C@H]1C=C[C@H](NC(=O)Nc2cc(F)ccc2F)[C@H](CO)O1)NCCCN1CCOCC1
  NSD2 block: 0

CC(C)C#Cc1ccc2c(c1)O[C@H](CN(C)C(=O)c1ccccc1)[C@H](C)CN([C@H](C)CO)S2(=O)=O
  NSD2 block: -2
C[C@@H]1CCCCO[C@H](CN(C)C(=O)Cc2ccccc2)[C@H](C)CN([C@@H](C)CO)C(=O)c2cc(NS(=O)(=O)c3ccc(F)cc3)ccc2O1
  NSD2 block: 7
Cc1noc(C)c1NC(=O)N(C)C[C@@H]1Oc2ccc(NC(=O)NC(C)C)cc2CC(=O)N([C@@H](C)CO)C[C@H]1C
  NSD2 block: 4
C[C@@H]1O[C@@H](OC[C@H]2O[C@@H](OCCc3ccccc3)[C@H](O)[C@@H](O)[C@@H]2O)[C@H](O)[C@H](O)[C@H]1O
  NSD2 block: 26
C[C@@H]1CCCCO[C@@H](CN(C)C(=O)C2CCCCC2)[C@@H](C)CN([C@H](C)CO)C(=O)c2cc(NS(=O)(=O)c3ccccc3)ccc2O1
  NSD2 block: -1
C[C@H]1CN([C@@H](C)CO)C(=O)c2cccc(NC(=O)C3CCOCC3)c2O[C@@H]1CN(C)S(=O)(=O)c1cn(C)cn1
  NSD2 block: 1
CC(C)C#Cc1ccc2c(c1)O[C@@H](CN(C)C(=O)c1ccccn1)[C@H](C)CN([C@@H](C)CO)S2(=O)=O
  NSD2 block: -13
Cc1noc(C)c1NC(=O)N(C)C[C@@H]1Oc2c(NC(=O)c3ccc(-c4nccs4)cc3)cccc2C(=O)N([C@@H](C)CO)C[C@@H]1C
  NSD2 block: 1
C[C@@H]1CN([C@H](C)CO)C(=O)c2cccc(NC(=O)Nc3ccc(C(F)(F)F)cc3)c2O[C@@H]1CN(C)Cc1ccncc1
  NSD2 block: 0
C[C@H]1CN([C@@H](C)CO)C(=O)c2cc(NC(=O)CCCN(C)C)ccc2O[C@@H]1CN(C)C(=O)Nc1ccc2c(c1)OCO2
  NSD2 block: 3

Cc1cc(C(=O)Nc2cccc3c2O[C@@H](CN(C)C(=O)Nc2cccc4ccccc24)[C@@H](C)CN([C@@H](C)CO)C3=O)n(C)n1
  NSD2 block: -3
C[C@H]1CCCCO[C@H](CN(C)S(=O)(=O)c2ccc(Cl)cc2)[C@@H](C)CN([C@@H](C)CO)C(=O)c2cc(NS(=O)(=O)c3ccc(Cl)cc3)ccc2O1
  NSD2 block: -2
C[C@H](CO)N1C[C@H](C)[C@H](CN(C)C(=O)Nc2cccc3ccccc23)Oc2ncc(-c3cccc(C(F)(F)F)c3)cc2C1=O
  NSD2 block: 1
C[C@@H]1CN([C@@H](C)CO)C(=O)c2cc(-c3ccc(C#N)cc3)cnc2O[C@@H]1CN(C)CC1CCOCC1
  NSD2 block: 5
Cc1ccc(S(=O)(=O)N(C)C[C@H]2OCCCC[C@@H](C)Oc3ccc(NC(=O)NC4CCCCC4)cc3C(=O)N([C@H](C)CO)C[C@@H]2C)cc1
  NSD2 block: 3
CCC/C=C/C=C/C1C[C@@H](O)[C@@H](O)C(=O)[C@H]1CO (some centres not stated)
  NSD2 block: -7
COc1ccc(NC(=O)Nc2cccc3c2O[C@@H](CN(C)S(=O)(=O)c2ccc(Cl)cc2)[C@H](C)CN([C@@H](C)CO)C3=O)cc1
  NSD2 block: 2
C/C=C(\C)C(=O)O[C@@H]1[C@@H](OC(C)=O)C2[C@@]3(C)CC[C@H](OC4CC(OC)C(OC5CC(OC)C(OC6CC(OC)C(OC7OC(C)C(OC8OC(CO)C(O)C(O)C8O)C(OC)C7O)C(C)O6)C(C)O5)C(C)O4)CC3=CC[C@@]2(O)[C@@]2(O)CC[C@H](C(C)=O)[C@@]12C (some centres not stated)
  NSD2 block: -1
Cc1ccc(-c2ccc3c(c2)O[C@@H](CN(C)C(=O)CN(C)C)[C@@H](C)CN([C@H](C)CO)S3(=O)=O)cc1
  NSD2 block: 1
C[C@H](CO)N1C[C@H](C)[C@@H](CN(C)C(=O)Nc2cccc3ccccc23)OCCCC[C@H](C)Oc2ccc(NC(=O)Cc3ccccc3)cc2C1=O
  NSD2 block: 1

C[C@@H]1CCCCO[C@H](CN(C)CC2CCCCC2)[C@H](C)CN([C@@H](C)CO)C(=O)c2cc(NC(=O)CCC(F)(F)F)ccc2O1
  NSD2 block: 8
C[C@@H]1CN([C@@H](C)CO)C(=O)c2cc(Br)cnc2O[C@H]1CN(C)C(=O)c1ccccc1
  NSD2 block: 12
C[C@@H]1CN([C@H](C)CO)C(=O)c2cc(NC(=O)Nc3ccccc3)ccc2O[C@@H](C)CCCCO[C@H]1CN(C)C(=O)C1CCCCC1
  NSD2 block: ?
O=C(C[C@@H]1C=C[C@@H](NC(=O)Cc2cccnc2)[C@H](CO)O1)Nc1ccccc1
  NSD2 block: 3
C[C@@H]1CN([C@H](C)CO)C(=O)c2cccc(NC(=O)c3cnccn3)c2O[C@H]1CN(C)C(=O)Nc1cccc2ccccc12
  NSD2 block: 4
C[C@@H]1CN([C@@H](C)CO)C(=O)c2cc(NC(=O)CCCN(C)C)ccc2O[C@@H]1CN(C)Cc1ccncc1
  NSD2 block: 1
C[C@@H]1CCCCO[C@@H](CN(C)C(=O)c2ccccc2)[C@H](C)CN([C@H](C)CO)C(=O)c2cc(NC(=O)CCCN(C)C)ccc2O1
  NSD2 block: 6
C/C=C/c1ccc2c(c1)O[C@@H](CN(C)C(=O)Nc1ccccc1)[C@H](C)CN([C@H](C)CO)S2(=O)=O
  NSD2 block: 5
COc1ccc(CN(C)C[C@H]2Oc3c(NC(=O)CCCCCC(=O)Nc4ccccc4N)cccc3C(=O)N([C@@H](C)CO)C[C@@H]2C)cc1
  NSD2 block: -3
C[C@@H]1CCCCO[C@@H](CN(C)C)[C@@H](C)CN([C@H](C)CO)C(=O)c2cc(NC(=O)NC3CCCCC3)ccc2O1
  NSD2 block: -8

Cc1noc(C)c1NC(=O)Nc1cccc2c1O[C@@H](CN(C)Cc1ccc(C(F)(F)F)cc1)[C@H](C)CN([C@H](C)CO)C2=O
  NSD2 block: -5
CC(C)NC(=O)Nc1ccc2c(c1)C(=O)N([C@@H](C)CO)C[C@@H](C)[C@@H](CN(C)C(=O)Nc1ccccc1)OCCCC[C@H](C)O2
  NSD2 block: -2
COc1ccc(S(=O)(=O)Nc2ccc3c(c2)C(=O)N([C@H](C)CO)C[C@@H](C)[C@@H](CN(C)Cc2ccc(C(F)(F)F)cc2)OCCCC[C@@H](C)O3)cc1
  NSD2 block: -7
COc1ccc(CN(C)C[C@H]2Oc3c(NC(=O)c4cnccn4)cccc3C(=O)N([C@@H](C)CO)C[C@@H]2C)cc1
  NSD2 block: -2
CCCN(C)C[C@@H]1Oc2cc(C#Cc3ccccc3F)ccc2S(=O)(=O)N([C@@H](C)CO)C[C@H]1C
  NSD2 block: 4
C[C@@H]1CN([C@H](C)CO)C(=O)Cc2cc(NC(=O)Cc3cn(C)c4ccccc34)ccc2O[C@H]1CN(C)Cc1ccc(Cl)c(Cl)c1
  NSD2 block: -8
CC(C)(C)n1nc(-c2cccc3ccccc23)c2c(N)ncnc21
  NSD2 block: 2
C[C@H]1CN([C@@H](C)CO)C(=O)c2cc(-c3ccc(C#N)cc3)cnc2O[C@H]1CN(C)Cc1cccnc1
  NSD2 block: 3
O=C(NCc1ccccc1)C1=C[C@H](c2ccc3c(c2)OCO3)C[C@H](OCCCCO)O1
  NSD2 block: -3&-2
Cc1ccccc1-c1cnc2c(c1)C(=O)N([C@@H](C)CO)C[C@@H](C)[C@@H](CN(C)Cc1ccccc1F)O2
  NSD2 block: 1

Gathered by group, those above containing a cyano group
C[C@H]1CN([C@@H](C)CO)C(=O)CCCn2cc(nn2)CO[C@@H]1CN(C)S(=O)(=O)c1ccc(C#N)cc1
  NSD2 block: 0
C[C@@H]1CN([C@@H](C)CO)C(=O)c2cc(-c3ccc(C#N)cc3)cnc2O[C@@H]1CN(C)CC1CCOCC1
  NSD2 block: 5
C[C@H]1CN([C@@H](C)CO)C(=O)c2cc(-c3ccc(C#N)cc3)cnc2O[C@H]1CN(C)Cc1cccnc1
  NSD2 block: 3

(further entries)
COc1ccc(NC(=O)Nc2ccc3c(c2)C(=O)N([C@H](C)CO)C[C@@H](C)[C@@H](CN(C)S(=O)(=O)c2cn(C)cn2)O3)cc1
  NSD2 block: -2
C[C@@H]1CN([C@H](C)CO)S(=O)(=O)c2ccc(C#CC3CC3)cc2O[C@@H]1CN(C)Cc1ccncc1
  NSD2 block: 1
COc1ccc(S(=O)(=O)N(C)C[C@H]2Oc3ccc(NC(=O)C4CC4)cc3C(=O)N([C@H](C)CO)C[C@H]2C)cc1
  NSD2 block: -4
C[C@@H]1CN([C@@H](C)CO)C(=O)Cc2cc(NC(=O)C3CCCCC3)ccc2O[C@@H]1CN(C)S(=O)(=O)c1ccccc1
  NSD2 block: 23
C=CCNc1ncnc2ccc(Br)cc12
  NSD2 block: 17&23

Three compounds drawn at random from the list so far, as already listed:
C=CCNc1ncnc2ccc(Br)cc12
  NSD2 block: 17&23
C[C@@H]1CN([C@@H](C)CO)C(=O)Cc2cc(NC(=O)C3CCCCC3)ccc2O[C@@H]1CN(C)S(=O)(=O)c1ccccc1
  NSD2 block: 23
C[C@@H]1CN([C@H](C)CO)S(=O)(=O)c2ccc(C#CC3CC3)cc2O[C@@H]1CN(C)Cc1ccncc1
  NSD2 block: 1
